E coli WT inh: growth inhibitors of wild type E. coli, primary screen, strain BW25113 wild type, absorbance readout. E. coli BW25113 growth inhibition, OD600. inhibition, % at 10 µM. 0.05% of 20,000 active. AID 552, 2006; in the data active = inhibition above about 40%;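 note: bacteria exposed to compound for 20 hours at 37 °C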
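Material: bacterial strain in a whole-cell growth screen; Amount: inoculum from a 1:1000 dilution of a 1.5 h subculture; Buffer or medium: LB plus kanamycin 50 µg/mL; Dosing: one dose, 10 µM final; Times: compound exposure of 20 h at 37 °C; Measured by: absorbance at 615 nm as a measure of bacterial growth.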
Numbers without * were called inactive. Some of the compounds tested; the hit share may differ from the screen's.

canonical_smiles	E coli WT inh
Cc1cccc(C)c1OCc1nnc2c3cnn(C)c3ncn12	-7
Cc1nn(C)cc1NC(=O)CCSc1nc(-c2ccco2)cc(C(F)(F)F)n1	8
CCCCC(=O)Nc1nn(CCC)c2nc3ccccc3cc12	-3
COc1ccccc1Cn1c(-c2ccco2)nc2nc3ccccc3nc21	5
COc1ccc(S(=O)(=O)C(C#N)c2nc3ccccc3nc2N2CCCC(C)C2)cc1 (centres undefined)	3
COc1ccc(Nc2nc(-c3sc(N)nc3C)cs2)cc1	0
O=C1N2CCCc3cccc(c32)C12Nc1ccccc1S2 (centres undefined)	-20
COc1ccccc1Oc1ccc(S(=O)(=O)NCc2ccccn2)cc1	-27
CCOc1cc(C2Nc3ccccc3C(=O)N2c2ccccc2)ccc1O (centres undefined)	-23
Cc1cc(C)cc(NC(=O)N2CCC(c3nc4ccccc4o3)CC2)c1	11
Cc1ccccc1OCCNC(=O)CNC(=O)c1ccccc1O	-16
CC(=O)N1CCc2cc(S(=O)(=O)NC(C(=O)NCc3ccccc3)C(C)C)ccc21 (centres undefined)	6
COc1ccc2nc(NC(=O)c3ccoc3C)sc2c1	-9
Oc1ccc2ccccc2c1CN1CCN(c2ccccc2F)CC1	6
O=C1CC(N2CCN(c3ccccc3Cl)CC2)C(=O)N1c1ccccc1 (centres undefined)	0
CC(C)NC(=O)Nc1cccs1	0
O=C(COc1ccc(S(=O)(=O)N2CCCC2)cc1Cl)NCc1ccc2c(c1)OCO2	-23
Cc1c(C(=O)NCc2ccoc2)oc2ccc3c(c12)C(=O)CC(C)(C)O3	1
Cc1c(O)ccc2c3c(c(=O)oc12)CCCC3	-20
CN(C)CCCN1C(=O)CSC1c1ccccc1 (centres undefined)	-1
COc1cc(Br)c(S(=O)(=O)Nc2c(C)n(C)n(-c3ccccc3)c2=O)cc1OC	-18
Cc1cc(C)nc(NC2=NCC(=O)N2c2cc(Cl)cc(Cl)c2)n1	-20
c1ccc(CC2CCN(c3nc4ccccc4n4nnnc34)CC2)cc1	1
CCCC(=O)Nc1cc(-c2nn(C)c(=O)c3ccccc23)ccc1N1CCCCC1	-5
O=C(c1ccco1)N1CCN(CC(=O)N(C2CCCCC2)C2CCS(=O)(=O)C2)CC1 (centres undefined)	-5
Cc1occc1-c1nnc(SCC(=O)NCC2CCCO2)n1C (centres undefined)	-4
O=C(Nc1ccc(O)cc1)C1CCCN1S(=O)(=O)c1ccc(F)cc1 (centres undefined)	-2
CC1=C(C(N)=O)C(c2ccc(Cl)cc2Cl)n2ncnc2N1 (centres undefined)	-5
CCOc1ccc(S(=O)(=O)Nc2cccnc2)cc1	-11
Cc1sc(NC(=O)c2ccccc2)c(C(=O)N2CCN(C)CC2)c1C	-17

Reprinted from the part before: 7 entries; new compounds follow.
canonical_smiles	E coli WT inh
CCCC(=O)Nc1cc(-c2nn(C)c(=O)c3ccccc23)ccc1N1CCCCC1	-5
O=C(c1ccco1)N1CCN(CC(=O)N(C2CCCCC2)C2CCS(=O)(=O)C2)CC1 (centres undefined)	-5
Cc1occc1-c1nnc(SCC(=O)NCC2CCCO2)n1C (centres undefined)	-4
O=C(Nc1ccc(O)cc1)C1CCCN1S(=O)(=O)c1ccc(F)cc1 (centres undefined)	-2
CC1=C(C(N)=O)C(c2ccc(Cl)cc2Cl)n2ncnc2N1 (centres undefined)	-5
CCOc1ccc(S(=O)(=O)Nc2cccnc2)cc1	-11
Cc1sc(NC(=O)c2ccccc2)c(C(=O)N2CCN(C)CC2)c1C	-17
CC(=O)NCCC(=O)Nc1ccc(C)c(F)c1	5
O=C(O)c1cccc(CSc2ncccn2)c1	-24
CCCc1ccc(OCCNC(=O)CC)cc1	-6
CCc1nnc(NC(=O)CSc2nnc3ncccn23)s1	-4
CN(CCc1ccccn1)S(=O)(=O)c1ccc2c3c(cccc13)C(=O)N2	-21
CC12CCC(C(=O)NCc3ccc4c(c3)OCO4)(OC1=O)C2(C)C (centres undefined)	10
N#C/C(C(=O)NCc1ccco1)=C1/SC(Cc2ccc(F)cc2)C(=O)N1c1ccccc1 (centres undefined)	2
COc1ccc(-c2nnc(SCC(=O)Nc3sc4c(c3C#N)CCC4)n2CC2CCCO2)cc1 (centres undefined)	-2
Cn1c(=O)c2c3c(sc2n2c(SCC(=O)c4ccc(Cl)cc4)nnc12)COC(C)(C)C3	6
COc1ccccc1-c1cn(S(=O)(=O)c2ccc(C)cc2)nc1N	7
CCC(=O)Nc1nonc1-c1nc2ccccc2n1Cc1ccccc1	-22
CN1CCN(/C=N/c2c(C#N)cnn2C)CC1	2
Cc1cc(C(=O)N2CCCCCC2)cs1	3
Fc1ccccc1OCCSc1nnnn1-c1ccccc1	-14
O=C(CN(Cc1ccc(F)cc1)C(=O)Cn1nnc2ccccc21)NCC1CCCO1 (centres undefined)	15
COc1ccc(C(C)(C)C)cc1NC(=O)Nc1ccc2c(c1)OCO2	5
O=C(Nc1ccccc1NC(=O)NC1CCCCC1)NC1CCCCC1	-13
CCn1c(SCC(=O)c2ccc3c(c2)OCCO3)nnc1-c1ccco1	-4
O=C1CN(c2ccccc2F)C(=O)CN1c1ccccc1F	3
COCCCNC(=O)CCCC(=O)NCCCOC	-16
Cc1noc(C)c1S(=O)(=O)N1CCC(C(=O)N2CCN(Cc3ccc4c(c3)OCO4)CC2)CC1	-2
O=C(O)CCCc1ccccc1	4
O=C1N(c2ccccc2)C2CS(=O)(=O)CC2N1c1ccc(Br)cc1 (centres undefined)	-8
CC(=O)OCC(=O)[C@@]1(O)[C@H](C)C[C@H]2[C@@H]3CCC4=CC(=O)C=C[C@]4(C)[C@@]3(F)[C@@H](O)C[C@@]21C	1
C=CCN1C(=O)C(O)(CC(=O)c2ccc(OC)cc2OC)c2cc(Br)ccc21 (centres undefined)	-9
CC(=O)c1cc2c(cc1NC(=O)CSc1nc3ccccc3o1)OCO2	-23
Cc1ccccc1-c1nc(CN2CCC(C(=O)NC3CCN(Cc4ccccc4)CC3)CC2)c(C)o1	0
O=C(NC1CCCCCC1)C1c2ccccc2C(=O)N1Cc1cccnc1 (centres undefined)	-3
O=C(O)c1ccccc1S(=O)(=O)NCC(O)COc1ccc(Br)cc1 (centres undefined)	6
Cn1c(=O)c2c(nc(SCC(=O)N3CCCc4ccccc43)n2C)n(C)c1=O	-4
CC1(C)CC(=O)C2=C(C1)NC(=O)CC2C(=O)NCc1ccc(F)cc1 (centres undefined)	-4
Cc1ccc(N2C(=O)[C@@H]3[C@H](C2=O)C2c4ccccc4C=CN2[C@@H]3C(=O)c2ccco2)c(C)c1 (some centres undefined)	-14
O=C(Nc1ccc2c(c1)OCO2)C(c1ccc(Cl)cc1)N1CCN(C(=O)c2ccco2)CC1 (centres undefined)	-3
C=CCOC(=O)C1=C(C)NC(=O)NC1c1cn(-c2ccccc2)nc1-c1cccs1 (centres undefined)	0
CN(CCCNC(=O)c1cn(C)c2ccc(S(=O)(=O)N(C)C)cc2c1=O)c1ccccc1	-4
Cn1cccc1Cc1nnc(SCC(=O)Nc2ccc(F)cc2)n1-c1ccc(F)cc1	-3
CN(C)S(=O)(=O)c1cccc(C(=O)N2CCc3ccccc32)c1	-29
CC(=O)c1cc(-c2nc3ccccc3n2C)n(C)c1	-17
Cc1noc(C)c1CSc1ccccc1C(=O)N1CCN(c2ccccc2)CC1	1
Cc1ccc(OC(C)C(=O)N2CCc3ccccc32)cc1 (centres undefined)	-12
CCOc1cc(S(=O)(=O)NCc2ccccn2)c(C)cc1C	-4
COCCNC(=O)c1ccccc1NC(=O)c1ccc(OC)c(OC)c1	-18
COc1ccc(S(=O)(=O)NCCOc2ccccc2)cc1OC	10
Fc1cccc2sc(N3CCOCC3)nc12	-2
CN(C)CCCN1c2ccccc2Sc2ccc(Cl)cc21	-1
CN(C)S(=O)(=O)c1ccc(N2CCOCC2)nc1	-16
Cc1[nH]c2ccccc2c1C(=O)CSc1ncn[nH]1	-21
C[C@]12CC[C@@H]3c4ccc(OC(=O)c5ccccc5)cc4CC[C@H]3[C@@H]1CC[C@@H]2O	-3
C=CCn1c(SCc2c(C)noc2C)nc2sc3c(c2c1=O)CCCCC3	-10
O=C(Nc1cccnc1)Nc1ccc2c(c1)OCO2	-5
CCCCNC(=O)Nc1ccnn1C1CCCCC1	8
CSc1nc(-c2ccco2)nn1S(C)(=O)=O	-26
CC12COC3(C(=O)Nc4ccc(Cl)cn4)CC1CCC32C (centres undefined)	0
O=C(CCn1c(=O)c2sccc2n(CC(=O)NCc2ccco2)c1=O)NCc1ccccc1	17
Cc1c(NC(=O)c2cccc(F)c2)c(=O)n(-c2ccccc2)n1C	-18
O=C1c2ccccc2C(=O)N1Cc1ccco1	5
Cc1cc(C(=O)Nc2ccccn2)cs1	-5
CCOc1ccc2nc(NC(=O)CSc3nc4ccccc4c(=O)n3Cc3ccco3)sc2c1	1
CC(C)(C)c1ccc(OCc2nc(-c3ccccn3)no2)c(Br)c1	-25
Cc1cc(C(=O)Nc2sc3c(c2C#N)CCC3)no1	9

(next part)
canonical_smiles	E coli WT inh
O=C1Nc2ccc(Br)cc2C1(O)Cc1ccncc1 (centres undefined)	-12
O=C(NCC1CCCO1)C1CCN(S(=O)(=O)c2cccc3cccnc23)CC1 (centres undefined)	14
COC(=O)c1ccc2c(=O)n(CCCN3CCOCC3)c(=S)[nH]c2c1	-16
O=C1CC(N2CCC(c3nc4ccccc4s3)CC2)C(=O)N1 (centres undefined)	-17
CCOC(=O)Cc1c(C)nc2cc(-c3ccc(C)cc3)[nH]n2c1=O	-11
CCCn1nnc(NC(=O)c2cccc(OCC)c2)n1	1
CSc1cccc(NC(=O)C2CCN(S(=O)(=O)c3ccc(F)cc3)CC2)c1	12
COc1ccc(Br)cc1CNc1ccc(O)cc1	-11
Cn1c(=O)[nH]c(=O)c2c1nc(CN1CCN(c3cccc(Cl)c3)CC1)n2CCc1ccccc1	4
O=c1oc2c3c4c(cc2s1)CCCN4CCC3	0
CCN(CC)C(=O)COC(=O)c1ccc(O)cc1	8
CCCc1cc(N2CCCC2)n2nc(C)c(-c3ccccc3)c2n1	8
COC(=O)c1ccc(Oc2nc(NC(C)C)nc(N(C)C)n2)cc1	-1
COc1ccc(C(=O)N(CCN2CCOCC2)CC(=O)NC2CCCC2)cc1OC	-1
Cc1cccc(NC(=O)CC2NC3CCCCC3NC2=O)c1 (centres undefined)	16
CC12CCC(C(N)=O)(c3nc4ccccc4nc31)C2(C)C (centres undefined)	2
CCCN(CC1CC1)C(=O)Nc1ccccc1C	3
CCCOC(=O)/C(C(N)=NCc1ccccc1)=C(\O)OCCC	19
COC(=O)COc1cccc(NS(=O)(=O)c2ccc(NC(C)=O)cc2)c1	2
O=C(NCc1cccs1)Nc1ccc2c(c1)OCO2	-6
CCOC(=O)c1cc2ccc(OC)c(OC)c2c(=O)s1	1
O=C(Nc1ccc2c(c1)OCO2)C1CCCN1C(=O)Nc1ccccc1F (centres undefined)	1
CCOC(=O)c1[nH]c(C)c(C(=O)Nc2ccccc2C)c1C	11
CCN(CC)C(=O)CC(c1ccc(F)cc1)c1ccco1 (centres undefined)	4
CCOc1nc2c(c(=O)n(C)c(=O)n2C)n1Cc1ccccc1Cl	-15
Cc1ccc(SCC(=O)NCCCN2CCOCC2)cc1	-13
OC(COc1ccc(OCc2ccccc2)cc1)CN1CCOCC1 (centres undefined)	0
CSc1nc(C)c(C(=O)Nc2ccccc2)c(C)c1C#N	-3
c1ccc(-c2noc(-c3ccco3)n2)nc1	5
COc1ccc(CCN2CCC(Nc3nc4ccccc4n3Cc3ccc(F)cc3)CC2)cc1	14
CCNc1nc(SC(C(C)=O)C(C)=O)nc(N(C)C)n1	-13
Cc1cc(NS(=O)(=O)c2ccccc2)no1	4
CN1CCN(C(=O)C2(NC(=O)Nc3cccc(F)c3)CCCCC2)CC1	-3
Cn1c(Cc2csc(N)n2)nnc1SC/C=C/c1ccccc1	-17
COc1ccc(CCNC(=O)NC(C(F)(F)F)C(F)(F)F)cc1OC	-13
Cc1sc(NC(=O)CSc2nc(N)n(CC(=O)c3ccccc3)n2)c(C#N)c1C	-5
O=C(O)Cn1c(SCCOc2ccccc2F)nc2ccccc21	-12
c1ccc(N2CCN(Cc3cn4cccnc4n3)CC2)cc1	-1
O=C(NCCc1c[nH]c2ccccc12)c1cnc2n(c1=O)CCS2	9
CCn1c(SCC(=O)Nc2ccccc2)nnc1-c1ccc(S(=O)(=O)N2CCOCC2)cc1	-24
O=S(=O)(c1ccc(N2CCN(c3ccc(F)cc3)CC2)cc1)N1CCCC1	0
O=C(Cc1cccs1)NCc1ccc(F)cc1	-6
O=C1CC(C(=O)NCc2ccccc2)N=C(N2CCCCC2)N1 (centres undefined)	-20
Cc1nc(SCCC(=O)O)c2ccccc2n1	14
CCn1c(Cc2ccccc2)nnc1SCC(=O)Nc1nc2ccccc2s1	-9
CCCC(=O)NCCc1cc2c(C)ccc(C)c2[nH]c1=O	-5
COc1cccc(OC)c1OCCN1CCN(C(=O)c2ccco2)CC1	-4
O=C(Nc1cnccn1)c1cccs1	5

Nothing new here: entries from further up.
canonical_smiles	E coli WT inh
O=C(Cc1cccs1)NCc1ccc(F)cc1	-6
O=C1CC(C(=O)NCc2ccccc2)N=C(N2CCCCC2)N1 (centres undefined)	-20
Cc1nc(SCCC(=O)O)c2ccccc2n1	14

Screening data (PubChem BioAssay)
